Apaf1 inhib: human Apaf-1 inhibition | O14727 | reconstituted apoptosome caspase-3 activity, DEVD-Rh110 fluorescence | inhibition, % at 20 µM | 0.71% of 330,000 active | AID 489030; active means inhibition of at least 40% at 20 µM;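 further: plate controls were DMSO wells for no effect and DEVD-CHO caspase inhibitor wells for full effect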
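System – cell-free apoptosome with Apaf-1, procaspase-3 and caspase-9 · Buffer or medium – pH 7.5 Hepes buffer with CHAPS, BSA, DTT · Also added – cytochrome c with DEVD-Rh110 · Times – 30 min compound preincubation, 50 min activation, room temperature · Technique – Rh110 fluorescence intensity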
SENP7 inh: inhibitors of human SENP7 protease. Q9BQF6. recombinant SENP7, Z-RLRGG-aminoluciferin luminescence, 40 min. inhibition, % at 5 µM. 1.5% of 330,000 active;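 active means inhibition above about 50% at the single test dose, limit read from the data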;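 further: plate controls were DMSO with enzyme for no effect and no enzyme buffer wells for full effect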
Target sequence (Q9BQF6 706-1050 limits assumed): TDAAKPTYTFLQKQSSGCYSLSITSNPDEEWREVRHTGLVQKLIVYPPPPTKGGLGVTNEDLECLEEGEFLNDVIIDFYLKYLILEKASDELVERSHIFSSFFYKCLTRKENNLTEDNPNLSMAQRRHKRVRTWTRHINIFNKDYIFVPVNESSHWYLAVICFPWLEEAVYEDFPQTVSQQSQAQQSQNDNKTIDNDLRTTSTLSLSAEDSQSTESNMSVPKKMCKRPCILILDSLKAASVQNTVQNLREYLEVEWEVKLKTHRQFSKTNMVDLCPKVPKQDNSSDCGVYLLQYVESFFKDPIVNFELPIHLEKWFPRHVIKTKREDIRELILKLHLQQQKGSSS
SENP6 inh: inhibitors of human SENP6 protease; Q9GZR1; Recombinant SENP6 catalytic domain, aminoluciferin luminescence; inhibition, % at 10 µM; 1.8% of 330,000 active; AID 2599;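 active means inhibition above about 50% at the single tested dose, limit read from the data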;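 further: plate controls were DMSO wells with enzyme for no effect and DMSO wells lacking enzyme for full effect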
SENP8 block-1: blocks the human protease SENP8; purified SENP8, Z-RLRGG-aminoluciferin cleavage, luminescence; inhibition, % at 10 µM; 1.2% of 330,000 active; AID 2540; in the data active means inhibition above about 50%
Target sequence (Q96LD8 whole entry, looked up): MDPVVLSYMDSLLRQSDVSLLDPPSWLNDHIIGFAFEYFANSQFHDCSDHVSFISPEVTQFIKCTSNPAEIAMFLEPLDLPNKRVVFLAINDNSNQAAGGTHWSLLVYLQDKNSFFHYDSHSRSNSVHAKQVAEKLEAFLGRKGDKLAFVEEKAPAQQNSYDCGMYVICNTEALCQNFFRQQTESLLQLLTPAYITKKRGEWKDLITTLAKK
SENP1 inh: SENP1 (human) catalytic domain inhibition; Q9P0U3; 0.21% of 360,000 active; inhibition, % at 10 µM; recombinant SENP1 catalytic domain, CyPet-SUMO1-YPet FRET cleavage; AID 624204;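 active means inhibition at least 30% at 10 µM, raw YFP signal under a set limit, fluorescence ratio 0.5 to 1.5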;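 further: 0% = enzyme with DMSO and 100% = no enzyme wells; some results filed as inactive read as strong as hits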
Target sequence (Q9P0U3 419-644 limits assumed): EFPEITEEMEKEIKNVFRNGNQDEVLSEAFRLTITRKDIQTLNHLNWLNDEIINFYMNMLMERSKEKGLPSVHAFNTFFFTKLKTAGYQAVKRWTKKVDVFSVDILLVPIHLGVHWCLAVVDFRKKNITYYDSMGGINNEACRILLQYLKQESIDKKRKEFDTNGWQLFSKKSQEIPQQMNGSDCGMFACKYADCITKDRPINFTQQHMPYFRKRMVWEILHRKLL
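Assay system – human recombinant His6-tagged SENP1 catalytic domain enzyme · Input – SENP1 enzyme, 20 pM final · Buffer or medium – Tris pH 8 buffer plus EDTA, NaCl, BME, BSA, NP40, catalase · Schedule – 50 min reaction at room temperature · Technique – FRET read of cyan and yellow fluorescence · Control set – no-enzyme wells low, DMSO-plus-enzyme wells high control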
A3G deaminase: blocks human APOBEC3G single-stranded DNA deamination; Q9HC16; recombinant A3G, ssDNA deamination FAM/TAMRA fluorescence; inhibition, % at 20 µM; 0.28% of 330,000 active; AID 493012;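 active means inhibition of at least 40% at 20 µM, with no more than 30% in the related APOBEC3A deaminase screen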;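 further: plate controls were DMSO wells with A3G for no effect and wells lacking A3G enzyme for full effect; some compounds called inactive have numbers as strong as hits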
UBC13 inh: human UBC13 polyubiquitination inhibition. 0.47% of 330,000 active. UBC13 polyubiquitin chain formation, TR-FRET. inhibition, % at 20 µM. P61088; in the data active means inhibition above about 45%, passing the limit was not always enough
Target sequence (P61088 whole entry, looked up): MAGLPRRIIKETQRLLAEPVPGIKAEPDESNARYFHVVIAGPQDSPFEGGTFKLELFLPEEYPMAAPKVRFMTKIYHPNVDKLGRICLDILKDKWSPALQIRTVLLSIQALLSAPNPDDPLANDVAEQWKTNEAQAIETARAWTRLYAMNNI
SENP8 block-2: blocks human SENP8 cleavage of Nedd8 substrate; recombinant SENP8, Nedd8 substrate fluorescence; 0.64% of 360,000 active; inhibition, % at 20 µM; Q96LD8; AID 602440; in the data active means inhibition mostly above about 40%, no sharp cut-off; inactive means mostly below about 27%
* = called active by the depositor; . = no result given.

structure,Apaf1 inhib,SENP7 inh,SENP6 inh,SENP8 block-1,SENP1 inh,A3G deaminase,UBC13 inh,SENP8 block-2
COc1cc(F)ccc1CN1CCC(C(=O)Nc2ccc(Oc3ccccc3)nc2)CC1,4,-3,-4,11,3,-3,4,19
CC[C@]12c3[nH]c4ccc(Cl)cc4c3CCN1C(=O)[C@@H](CC(=O)NCC13CC4CC(CC(C4)C1)C3)C[C@@H]2C(=O)N1CCN(C(=O)C2CC2)CC1,38,3,.,.,0,4,.,10
CC[n+]1c(/C=C/N(C)c2ccccc2)oc2ccc(F)cc21,28,-13,3,-8,1,-4,-18,29
CC1(C)CC(=O)C(C(=O)/C=C/c2ccco2)C(=O)C1,4,6,5,-1,0,-6,4,7
O=C(COc1ccccc1)NCc1cccs1,5,-8,-3,-9,-1,-3,-3,42*
CCOCCCNCC(O)c1ccccc1 (stereo unspecified),-7,4,2,5,2,1,9,7
CCCc1cc(=O)n2[nH]c(NCc3c(F)cccc3Cl)nc2n1,3,14,-17,-7,2,-6,-7,13
O=C(NC1CCCCC1)C(c1ccc(F)cc1)N(C(=O)c1csnn1)C1CC1 (stereo unspecified),-1,0,-19,7,1,-11,1,0
Cn1c(C(=O)N2CCCC(C(=O)O)C2)cc2sccc21 (stereo unspecified),-1,-7,-10,-6,0,-4,-1,1
CC(C)(C)c1ccc(-n2ncc3c2CCCC3NC(=O)CCn2cncn2)cc1 (stereo unspecified),-1,11,-15,-3,0,-9,-3,2
Cc1nc2cc(C(=O)NCc3cccnc3)ccc2n1-c1ccc(F)cc1F,-6,2,11,3,3,-1,-2,13
COC(=O)CCc1c(C)c(C(=O)c2ccc(F)cc2)c2ccccn12,1,-7,-15,1,-3,-6,4,3
CC(=O)c1cccc(NC(=O)c2ccc3c(c2)C(=O)N(Cc2cccnc2)C3=O)c1,-2,-1,0,-9,2,-4,-2,11
CCCOC(=O)c1ccc(Oc2c(-c3ccc(OCC)cc3O)n[nH]c2C)cc1,12,3,-21,-11,0,-9,6,20
CCOC(=O)CSc1nc2ccccc2c(=O)n1Cc1ccco1,-33,0,-9,-4,1,-8,29,1
Cn1c(CNC(=O)c2ccco2)nnc1SCC(=O)N1CCN(c2ccccc2)CC1,-8,-2,-6,3,1,-11,3,8
Cc1cc(C)n2nc(SC(C)C(=O)N(C)C3CCCCC3)nc2n1 (stereo unspecified),1,-10,-11,-8,0,-2,-5,8
O=C(Cn1nc2n(c1=O)-c1ccccc1SC2)N/N=C/c1ccncc1,-15,-6,-4,0,2,-6,3,17
CC1(c2nnc(-c3cccc(Cl)c3)o2)CC(c2ccc(Cl)cc2)=NO1 (stereo unspecified),2,-8,-1,-3,1,1,7,14
Cc1cc(Cl)c(OCCOCCN2CCCCC2)c(Br)c1,-1,7,18,8,0,2,7,21
Fc1cccc(NC(=S)N2CCCCC2)c1,-13,5,-6,5,4,0,3,24
Cc1ccc(C(=O)C2CCN(CC(=O)N3CCN(c4ccc(F)cc4)CC3)CC2)cc1,-1,-3,-6,1,-4,-4,11,12
CN(C)S(=O)(=O)c1ccc(NC(=O)C2CC(=O)N(Cc3ccccc3)C2)cc1 (stereo unspecified),-1,4,5,-1,-1,-9,6,11
CCN1CCN(CCOc2ccc(Cl)cc2)CC1,-4,2,-8,4,1,-5,3,10
COc1ccc(N(C(=O)c2ccc3c(c2)OCO3)C2C=CS(=O)(=O)C2)c(OC)c1 (stereo unspecified),-15,4,-5,-3,1,-4,6,7
COc1ccc(OCc2n(CC(=O)OC3CC(C)CCC3C(C)C)c3ccccc3[n+]2C)cc1 (stereo unspecified),19,9,-18,-9,0,6,33,26
N#Cc1c(SCC(N)=O)nc2c(c1-c1ccncc1)CCCC2,-8,0,16,-5,2,-8,16,-8
COc1ccc(-n2c(=O)c3c4c(sc3n(Cc3cccc(F)c3)c2=O)CN(C(C)=O)CC4)c(OC)c1,0,5,-4,6,.,-6,-5,.
Cc1c(C(=O)O)c2cc(O)ccc2n1-c1ccccc1,4,-4,-3,-2,1,-1,-2,8
COc1ccc(N2CCN(C3CC(=O)N(C)C3=O)CC2)cc1 (stereo unspecified),0,4,0,-13,1,0,-9,-16

Sorted by number of heavy atoms (smallest number first): part of the list above
structure,Apaf1 inhib,SENP7 inh,SENP6 inh,SENP8 block-1,SENP1 inh,A3G deaminase,UBC13 inh,SENP8 block-2
Cc1c(C(=O)O)c2cc(O)ccc2n1-c1ccccc1,4,-4,-3,-2,1,-1,-2,8
CC1(c2nnc(-c3cccc(Cl)c3)o2)CC(c2ccc(Cl)cc2)=NO1 (stereo unspecified),2,-8,-1,-3,1,1,7,14
COc1cc(F)ccc1CN1CCC(C(=O)Nc2ccc(Oc3ccccc3)nc2)CC1,4,-3,-4,11,3,-3,4,19

Remaining list, next part
structure,Apaf1 inhib,SENP7 inh,SENP6 inh,SENP8 block-1,SENP1 inh,A3G deaminase,UBC13 inh,SENP8 block-2
CCn1ccnc1C(O)c1cccc(OC)c1OC (stereo unspecified),1,-6,16,-3,3,-10,4,20
CCN(CC(=O)Nc1ccccc1C(F)(F)F)C(=O)CCS(=O)(=O)c1ccc(Cl)cc1,7,-12,-10,-7,2,-5,5,4
Cc1c(C)c2ccc(OCC(=O)N3CCOCC3)c(C)c2oc1=O,-3,2,-7,2,1,-2,4,-410
O=C1CCN(C(=O)Nc2cccc(Cl)c2)N1,9,-6,-4,-7,0,-6,-19,-3
CCCOc1ccc(N2C(=O)CC(SC(=N)N3N=C(c4ccccc4)CC3c3ccccc3)C2=O)cc1 (stereo unspecified),26,7,-32,-7,-1,-2,-12,-26
CC(=O)Nc1cccc(C(=O)OC(C)C(=O)NCc2ccc3c(c2)OCO3)c1 (stereo unspecified),-9,-5,-2,-8,-3,-6,0,17
O=S(=O)(NCc1nc(-c2ccccc2)no1)c1ccc(F)cc1,-9,1,-8,-5,2,-3,2,1
C/C(Cc1ccccc1)=N\NC(=O)CNC(=O)c1ccccc1Cl,3,9,-22,6,3,3,2,5
CCOC(=O)CCNC(=O)Nc1ccc2nc(C)n(Cc3ccc(Cl)cc3)c(=O)c2c1,3,-4,5,-1,0,-4,-4,-29
N/C(=N\OC(=O)c1cc(Cl)ccc1Cl)c1ccncc1,-4,2,-14,1,2,-6,10,15
CC(Oc1cc2oc(=O)c3c(c2cc1Cl)CCC3)C(=O)NCCCn1ccnc1 (stereo unspecified),16,-8,10,-6,-3,-1,-11,-256
C=C(C)c1cccc(C(C)(C)NC(=O)NCC2COCCO2)c1 (stereo unspecified),-2,3,-16,-8,2,3,-1,10
O=C(NC1CCCCC1)c1ccc(Cn2cc(Cl)cn2)cc1,4,8,-10,-4,1,-6,10,8
CCOC(=O)C(=O)C1=C(N2CCOCC2)/C(=C\c2cccc([N+](=O)[O-])c2)CC1,19,8,11,5,0,3,-5,11
O=C1CC(N2CCN(c3ccc(F)cc3)CC2)C(=O)N1Cc1ccccc1 (stereo unspecified),-4,-1,-10,-4,-3,-8,3,10
Cc1cc(C(=O)OCC(=O)NCc2cccs2)ccc1[N+](=O)[O-],8,-12,-6,-1,3,8,-17,26
Cc1c(NC(=O)CSc2n[nH]c(=O)n2-c2ccccc2)c(=O)n(-c2ccccc2)n1C,0,9,-11,7,1,-8,5,15
CSCC[C@H](NC(=O)[C@H](Cc1ccccc1)n1c(=O)[nH]c2ccccc2c1=O)C(=O)N1CCC[C@@H]1C(=O)O,3,-7,-5,-2,0,2,-9,18
Cc1ccc2nc(N3CCN(Cc4nnnn4C4CCCC4)CC3)c(C#N)cc2c1,12,-1,8,3,-108,-8,11,-68
CNS(=O)(=O)c1cc(C(=O)NCc2ccco2)ccc1Cl,-16,-1,-12,4,0,-4,-7,13
COC(=O)NC(=C(Cl)Cl)S(=O)(=O)c1ccccc1,10,2,-2,1,1,-4,-4,21
CCCNc1c(NS(=O)(=O)c2ccc(Cl)s2)c(=O)oc2ccccc12,7,-4,-4,-5,1,-7,-7,16
O=C(NC(=S)Nc1ccc(S(=O)(=O)Nc2nccs2)cc1)c1cccnc1,11,5,-7,3,3,3,0,23
CC(=O)Nc1cccc(NC(=O)c2cc(-c3cccnc3)nc3ccc(Br)cc23)c1,-11,2,19,1,3,-7,9,8
Nc1nc(Nc2cccc(C(F)(F)F)c2)nc(C(F)(F)F)n1,6,-1,-9,7,4,1,1,16
O=C(O)c1ccc(N2CCOCC2)c(N2C(=O)C3C4C=CC(C4)C3C2=O)c1 (stereo unspecified),7,1,2,2,-3,1,-3,6
Cc1ccc(-c2cc(C(=O)Nc3cccnc3)c3ccccc3n2)s1,22,-3,-11,-7,-30,-7,31,-406
Cc1cc(C)c(C#N)c(N2CCN(CCOc3ccc(Cl)cc3)CC2)n1,24,-2,-5,-8,-2,13,12,3
CC(=O)C1=C(C)NC2(O)c3ccccc3C(=O)C12O (stereo unspecified),0,4,4,6,-4,-5,-6,66*
CCCn1nc(C(=O)Nc2ccc3c(c2)OCO3)c2ccccc2c1=O,-3,-4,9,-2,0,-6,13,10
CC[n+]1c(/C=C/C=C/N(C(C)=O)c2ccccc2)sc2ccccc21,27,-11,-8,-1,4,18,-241,25
Cc1cc2c(cc(C(=O)NCCCN3CCOCC3)n2Cc2ccc(Cl)cc2)o1,-16,-1,1,0,-106,-7,17,-5
O=C1CC(c2ccccc2)Cc2nc3nc(C(F)(F)F)nn3cc21 (stereo unspecified),10,4,-3,4,63*,-20,-2,10
O=C(Nc1ccc(Br)cn1)c1cccc2c1-c1ccccc1C2=O,9,8,8,3,7,-4,-4,16
CC12C(=O)N(c3nccs3)C(=O)C1C1C=CC2C1 (stereo unspecified),-12,2,0,3,4,2,4,23
Cc1csc(NC(=O)c2ccc(C)c(S(=O)(=O)N3CCCCC3)c2)n1,10,5,22,-7,1,0,0,22
Cc1cccc(N(C(=O)CNC(=O)c2ccco2)C(C(=O)NC2CCCC2)c2ccncc2)c1 (stereo unspecified),4,-3,-10,-10,3,-8,-11,24
COc1ccc(NC(=O)NC23CC4CC(CC(C4)C2)C3)cc1OC,2,0,-31,1,-1,-6,3,26
CCCNC(=O)N1c2ccccc2Sc2ccccc21,1,-6,-17,-17,3,-4,4,8
COc1cc(-c2csc(CCn3nc(C)cc3C)n2)cc(OC)c1OC,-5,8,-2,1,1,-9,7,11
CNC(=O)c1cc2c(cn1)[nH]c1ccccc12,2,2,2,2,1,-3,5,-317
COc1ccc(S(=O)(=O)Nc2ccccc2C)cc1C(=O)N1CCOCC1,-7,-5,11,0,-1,-3,9,-1
COc1cc(/C=N/NC(=O)c2nc(C)cc(C)n2)ccc1O,-7,2,-2,2,2,-10,-1,32
O=C(CCc1nc(-c2ccccc2F)no1)NC1CCCCCC1,4,9,-12,4,1,1,12,18
Cn1c(N)c(C(=O)COC(=O)CNS(=O)(=O)c2ccc(Cl)c(Cl)c2)c(=O)n(C)c1=O,-7,1,-19,-1,0,-8,10,7
COC(=O)CC1COc2ccccc2N1S(=O)(=O)c1ccc(OC)cc1 (stereo unspecified),5,-7,24,8,2,-8,10,16
COc1ccc2cc(C(N)=O)/c(=N/NC(=O)c3ccco3)oc2c1,-3,-8,-9,-5,-6,-9,-5,-369

Random excerpt: 2 records from the list.
structure,Apaf1 inhib,SENP7 inh,SENP6 inh,SENP8 block-1,SENP1 inh,A3G deaminase,UBC13 inh,SENP8 block-2
O=C(CCc1nc(-c2ccccc2F)no1)NC1CCCCCC1,4,9,-12,4,1,1,12,18
COc1ccc(S(=O)(=O)Nc2ccccc2C)cc1C(=O)N1CCOCC1,-7,-5,11,0,-1,-3,9,-1
